HCV NS3 hel inh: HCV NS3 helicase inhibition | AID 1800 | NS3 helicase DNA unwinding, Cy5 molecular beacon fluorescence | inhibition, % at 10.9 µM | actives 0.56% (n = 290,000);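 active means inhibition above the mean of all tested compounds plus 3 SD, set per campaign, cut at about 35% in these data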;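 further: 0% = DMSO wells and 100% = thioflavine S control wells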
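Assay system: hepatitis C virus NS3 helicase domain fragment enzyme. Also added: annealed dual-labelled DNA beacon duplex, ATP-started. Timing: 1 h reaction at 25 °C, ATP-initiated. Technique: Cy5 fluorescence at 0 and 60 min, beacon hairpin quenching. Evaluation: % inhibition of unwinding. Replication: one well per compound.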
PHOSPHO1 block: blocks human PHOSPHO1 phosphatase activity; actives 1.1% (n = 290,000); recombinant PHOSPHO1, absorbance phosphatase assay; AID 1565; inhibition, % at 13.3 µM; in the data active means inhibition above about 60%
Target sequence (Q8TCT1 whole entry, looked up): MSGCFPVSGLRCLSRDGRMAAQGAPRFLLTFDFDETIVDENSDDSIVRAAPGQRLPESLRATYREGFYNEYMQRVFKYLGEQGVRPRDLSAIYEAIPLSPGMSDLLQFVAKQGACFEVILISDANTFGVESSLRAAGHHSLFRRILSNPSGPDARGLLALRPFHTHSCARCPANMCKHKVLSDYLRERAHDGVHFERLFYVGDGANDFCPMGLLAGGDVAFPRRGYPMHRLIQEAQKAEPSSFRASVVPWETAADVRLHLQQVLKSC
UBC9 SUMO inh: blocks human SUMOylation mediated by UBC9 | AID 2006 | inhibition, % at 35 µM | P63279 | actives 0.36% (n = 290,000) | HTRF SUMOylation assay, SAE1/SAE2 + UBC9, in vitro; in the data active means inhibition above about 50%, passing the limit was not always enough; further: strong numbers were not always called active
Target sequence (P63279 whole entry, looked up): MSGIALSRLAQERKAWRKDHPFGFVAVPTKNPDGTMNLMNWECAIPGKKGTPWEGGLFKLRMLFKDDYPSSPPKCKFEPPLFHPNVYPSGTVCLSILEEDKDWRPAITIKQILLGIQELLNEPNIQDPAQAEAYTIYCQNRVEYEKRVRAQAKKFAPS
MEKK3 PB1 HTS: raises or lowers MEK5 binding to the human MEKK3 PB1 domain; actives 1.4% (n = 290,000); bead-based flow cytometry, Alexa488-MEK5 binding to MEKK3; actives lie on both sides; 0 = blocked by unlabeled MEK5, 100 = vehicle; Q99759; binding response (% of control), % at 10 µM;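 active means binding response more than 3 SD above or below the average of its plate-row segment, actives on both sides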;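 further: Alexa488 bead fluorescence after subtracting the streptavidin-only scavenger bead signal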
Target sequence (Q99759 whole entry, looked up, the tested form may be a part): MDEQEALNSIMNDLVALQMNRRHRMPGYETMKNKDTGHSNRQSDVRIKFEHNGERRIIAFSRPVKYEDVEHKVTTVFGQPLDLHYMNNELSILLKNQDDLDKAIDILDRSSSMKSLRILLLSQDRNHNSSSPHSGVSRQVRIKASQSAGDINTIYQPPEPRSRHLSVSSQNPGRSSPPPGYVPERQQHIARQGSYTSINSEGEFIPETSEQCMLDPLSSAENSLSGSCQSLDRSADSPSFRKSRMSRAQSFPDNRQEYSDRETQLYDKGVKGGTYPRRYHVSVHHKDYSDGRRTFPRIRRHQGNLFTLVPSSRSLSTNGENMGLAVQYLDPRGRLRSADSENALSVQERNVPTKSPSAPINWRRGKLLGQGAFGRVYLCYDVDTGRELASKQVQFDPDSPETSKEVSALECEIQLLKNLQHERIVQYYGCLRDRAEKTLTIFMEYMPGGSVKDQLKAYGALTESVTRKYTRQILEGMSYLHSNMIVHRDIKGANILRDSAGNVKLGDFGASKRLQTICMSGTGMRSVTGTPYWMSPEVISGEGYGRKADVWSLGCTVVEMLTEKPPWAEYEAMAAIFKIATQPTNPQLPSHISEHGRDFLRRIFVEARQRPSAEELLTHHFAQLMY
VIM-2 inhibitor: inhibitors of Pseudomonas aeruginosa VIM-2 metallo-beta-lactamase; inhibition, % at 5.6 µM; actives 0.89% (n = 290,000); purified VIM-2, nitrocefin hydrolysis, epi-absorbance fluorescence;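 active means inhibition above the mean of all tested compounds plus 3 SD, cutoff set per screening run, cut at about 7.5% in these data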;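 further: red hydrolysis product quenches plate fluorescence so inhibitors raise well fluorescence; 0% = enzyme with DMSO and 100% = DMSO without enzyme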
IMP-1 inh: inhibitors of Pseudomonas aeruginosa IMP-1 metallo-beta-lactamase. purified IMP-1, nitrocefin hydrolysis, epi-absorbance fluorescence. inhibition, % at 5.6 µM. actives 0.45% (n = 290,000). AID 1556;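 active means inhibition above the mean plus 3 SD of all compounds in the same screening run, cut at about 4.5% in these data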;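 further: 0% = IMP-1 with DMSO and 100% = DMSO wells lacking enzyme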
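Assay system: purified IMP-1; Quantity: IMP-1 0.2 nM before substrate addition; Medium: HEPES buffer pH 7.1 with ZnSO4 and Brij 35; Incubation: 15 min enzyme–compound preincubation, then 25 min nitrocefin reaction, 25 °C; Signal: fluorescence quenching readout, ex 480/em 530 nm; Controls: DMSO with and without IMP-1; Repeats: singlicate testing.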
DNA FID counter: counter-screen for HCV NS3 helicase inhibitors: DNA intercalator displacement; inhibition, % at 7.9 µM; DNA fluorescent intercalator displacement, fluorescence; AID 1845; actives 0.17% (n = 290,000); in the data active means inhibition above about 37%;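 further: 0% = vehicle and 100% = reference compound; higher means more ethidium bromide displaced from hairpin DNA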
p-CIP stab down: compounds decreasing mouse p/CIP protein stability. Q05BA5. F442A p/CIP-EGFP cells, EGFP fluorescence, 16 h. decrease of EGFP signal, % at 10 µM. actives 0.01% (n = 290,000). AID 1984;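 active means EGFP signal decrease of at least 30% at 10 µM or well 3 SD below plate mean, unless failing retest; inactive means the rest, including hits failing retest or dose response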; further: some compounds called inactive have numbers as strong as hits; many of its hits are not listed in these tables
IDE act: IDE (human) activation, cell-based; P14735; HEK cells, FAbeta-B cleavage, fluorescence polarization; 0% vehicle, 100% cell-free pure enzyme wells; activation, % at 5.96 µM; actives 0.073% (n = 340,000);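 active means activation above the mean of all tested compounds plus 3 SD, set per screening campaign, cut at about 17% in these data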
Numbers without * were called inactive; . = not tested or not shown. Only part of the results is shown; the hit share may differ from the screen's.

Values run as follows: HCV NS3 hel inh, PHOSPHO1 block, UBC9 SUMO inh, MEKK3 PB1 HTS, VIM-2 inhibitor, IMP-1 inh, DNA FID counter, p-CIP stab down, IDE act
(1) CCn1c(C)c(C)c2cc(C(=O)N3CCc4ccccc4C3)ccc21
  -7, 16, 15, 101, 1.6, -3.5, -44, 3, 4
(2) O=c1c2c3c(sc2nc2n1CCCCC2)CCC3
  0, 19, -12, 100, -1.4, -2.0, -3, 4, -1
(3) Cn1nc(Oc2ncc(C(F)(F)F)cc2Cl)cc1C(F)(F)F
  -1, 24, 11, 104, -2.2, -1.6, -1, 1, 2
(4) COCCCNS(=O)(=O)c1ccc2c(c1)OCCO2
  9, -24, 7, 93, -1.8, -2.9, 2, 14, 5
(5) COc1ccc(-c2cc(C(=O)Nc3c(C)n(C)n(-c4ccccc4)c3=O)c3ccccc3n2)cc1OC
  -6, -12, -2, 99, -0.8, -4.5, -41, 9, -1
(6) Cc1nn(CC(=O)NCc2cccc(F)c2)c(=O)c2cccn12
  6, 44, -7, 102, -2.2, -0.3, -4, 2, 6
(7) COC(=O)c1c(NC(=O)c2ccco2)sc2c1CCN(C(C)C)C2
  0, 53, 8, 101, 6.4, -3.5, 12, -8, 3
(8) O=C(NNc1cccc(Cl)n1)Nc1cccc(C(F)(F)F)c1
  -1, 3, -11, 95, -0.5, -2.2, -1, 4, -11
(9) CC12COC3(C(=O)Nc4ccc5ccccc5c4)CC1CCC32C (stereo unspecified)
  -8, 16, 7, 92, -0.2, -0.5, -12, -2, 2
(10) CN1CCC(N(C)C(=O)COc2ccc(S(=O)(=O)N3CCOCC3)cc2)CC1
  18, -18, 8, 89, 1.4, 0.4, 4, -10, 4
(11) O=C(NCc1cccnc1)Nc1ccc(Br)cc1
  6, 41, 7, 100, -5.2, -5.0, -3, -1, 6
(12) Cc1cc(C)n(CC(O)COc2cccc(OCC(O)Cn3nc(C)cc3C)c2)n1 (stereo unspecified)
  2, -14, 10, 105, -0.9, -4.4, -31, -12, -3
(13) CCOC(=O)c1c(O)c(Cl)c(C)[nH]c1=O
  -8, -27, 9, 112, -3.5, -1.8, 5, 7, 4
(14) CC(Sc1ccc(Cl)cc1)C(=O)Nc1ccccc1-c1ccccc1 (stereo unspecified)
  1, -3, -19, 99, -2.8, -3.4, -10, -11, 5
(15) CCCCn1c(SCC(=O)NCCOC)nc2ccc(N3CCOCC3)cc2c1=O
  16, -56, 45, 107, -3.5, -1.9, -10, -7, 2
(16) COc1cccc(C2CC(C(F)(F)F)n3ncc(C(=O)O)c3N2)c1 (stereo unspecified)
  3, 19, 26, 97, -1.8, -2.6, -7, 10, 3
(17) CCOCCCNC(=O)c1cc2c(=O)[nH]c3ccccc3c2s1
  -10, 28, 25, 98, 0.8, -6.8, -21, 0, -3
(18) CCN1CCc2nc(NC(=O)Cc3ccc4c(c3)OCCO4)sc2C1
  -60, -1, 35, 98, -2.6, -2.7, 7, 0, 7
(19) C=CCn1c(-c2ccc(C)cc2)nc2ccccc21
  0, -7, 2, 88, -2.2, -1.8, -10, -6, 4
(20) C/C(=N/NC(=O)c1ccoc1C)c1ccc(N2CCOCC2)cc1
  0, -19, 13, 131*, -1.8, -2.6, -4, -12, -2
(21) CN(C)C(=O)c1ccc(Nc2nnc(-c3ccc(O)cc3)c3ccccc23)cc1
  5, 30, 12, 97, 4.0, -3.0, -36, -25, -3
(22) O=C(NC(Cc1ccccc1)C(=O)O)c1ccc(S(=O)(=O)N2CCCC2)cc1 (stereo unspecified)
  6, 3, 1, 93, -2.5, -0.1, -27, 1, 0
(23) O=C(CN1C2=NCCN2c2ccccc21)C12CC3CC(CC(C3)C1)C2
  -29, 15, 8, 100, 2.3, -0.1, 34, -4, 0
(24) COc1ccc(NC(=O)CSc2nnc(-c3ccccn3)n2Cc2ccco2)cc1OC
  -1, 25, -2, 101, -1.4, -2.2, -32, -6, -1
(25) COc1ccc(/C=C/C(=O)NCc2ccccn2)cc1
  4, 18, 2, 97, -0.4, -2.9, 0, -8, 2
(26) O=C(O)c1ccccc1-n1ncc2c1/C(=C/c1ccc(Cl)cc1)CC2
  5, 36, 29, 102, -0.9, -1.9, -24, -13, .
(27) O=C(COC(=O)c1cccnc1Cl)NCc1cccs1
  -2, 16, 3, 98, -1.9, -2.9, -6, -1, 7
(28) COc1ccccc1N1CCN(c2ncnc3nc[nH]c23)CC1
  1, -12, -1, 111, -1.1, -3.6, -12, -17, 4
(29) NC(=O)C1(N2CCCCC2)CCN(CC(=O)Nc2cc(Cl)ccc2Cl)CC1
  4, 24, -4, 98, 0.8, -6.3, -11, -1, 3
(30) CC(Nc1oc(-c2ccco2)nc1C#N)c1ccccc1 (stereo unspecified)
  6, -10, 2, 99, -2.4, -1.1, -13, -15, 1

Single records (already shown). Order of values: HCV NS3 hel inh | PHOSPHO1 block | UBC9 SUMO inh | MEKK3 PB1 HTS | VIM-2 inhibitor | IMP-1 inh | DNA FID counter | p-CIP stab down | IDE act
`O=C(NC(Cc1ccccc1)C(=O)O)c1ccc(S(=O)(=O)N2CCCC2)cc1` (stereo unspecified) reads 6 | 3 | 1 | 93 | -2.5 | -0.1 | -27 | 1 | 0
`CCOCCCNC(=O)c1cc2c(=O)[nH]c3ccccc3c2s1` reads -10 | 28 | 25 | 98 | 0.8 | -6.8 | -21 | 0 | -3
`COc1ccccc1N1CCN(c2ncnc3nc[nH]c23)CC1` reads 1 | -12 | -1 | 111 | -1.1 | -3.6 | -12 | -17 | 4
`COc1ccc(NC(=O)CSc2nnc(-c3ccccn3)n2Cc2ccco2)cc1OC` reads -1 | 25 | -2 | 101 | -1.4 | -2.2 | -32 | -6 | -1
`NC(=O)C1(N2CCCCC2)CCN(CC(=O)Nc2cc(Cl)ccc2Cl)CC1` reads 4 | 24 | -4 | 98 | 0.8 | -6.3 | -11 | -1 | 3

The list continues.
Values run as follows: HCV NS3 hel inh, PHOSPHO1 block, UBC9 SUMO inh, MEKK3 PB1 HTS, VIM-2 inhibitor, IMP-1 inh, DNA FID counter, p-CIP stab down, IDE act
(31) CCOC(=O)c1c(NC(=O)Cn2nc(C(=O)O)c3ccccc3c2=O)sc(CC)c1C
  4, 17, -1, 106, -2.7, -2.5, -4, -6, 1
(32) Cc1ccc(N2C(=O)c3ccc(N)cc3C2=O)cc1
  -1, 0, 31, 104, -3.6, 0.1, 1, -12, 1
(33) CC(=O)Nc1ccc(C2(O)COc3ccccc3O2)cc1 (stereo unspecified)
  -3, -2, 2, 106, -2.2, -4.5, 0, -4, 2
(34) COc1cc(-c2nc(C(=O)NC3CCN(Cc4ccccc4)CC3)cc3c2[nH]c2ccccc23)cc(OC)c1OC
  -123, 34, -6, 105, 3.3, -3.8, 20, -18, 5
(35) CNc1nnc(-c2ccc(OC)cc2)s1
  4, 16, 1, 105, -2.5, -2.2, 1, 12, 4
(36) CCCOc1ccc(N2C(=O)CC(SCCc3nc4ccccc4[nH]3)C2=O)cc1 (stereo unspecified)
  10, 46, -8, 107, -0.7, -3.7, -15, -7, -3
(37) O=C(Nc1cccnc1)c1cn(-c2ccccc2)nc1-c1cccs1
  -15, -11, -14, 101, -3.5, -4.1, -9, 6, -4
(38) O=C(c1ccc(CS(=O)c2ccccc2Cl)o1)N1CCN(c2ccccc2)CC1 (stereo unspecified)
  6, 42, 6, 97, -3.0, 0.3, -72, -25, 0
(39) Cc1ccc(-n2nc3ccc(N)cc3n2)c(C)c1
  13, 30, 50*, 104, 1.5, -2.0, -3, -3, 0
(40) Cc1ccc(CNC(=O)CSc2nc3ccccc3c3nc(C)nn23)cc1
  -4, 18, 17, 97, -4.0, -3.1, -2, -9, .
(41) CCC(C(=O)NCc1cccs1)n1nc(C)n2c(cc3occc32)c1=O (stereo unspecified)
  11, 24, -4, 98, 0.6, -0.6, -20, 11, 3
(42) CCOc1cccc(C(=O)Nc2ccc(N3CCCC3)cc2)c1
  -43, 30, 9, 107, -0.9, -1.4, 8, -6, 3
(43) O=C(c1cc(Cl)ccc1Cl)N1CCN(c2ccccn2)CC1
  -3, 10, -15, 104, -1.0, 0.4, -12, -2, 8
(44) Cc1ccc(S(=O)(=O)Nc2ccc(-n3cnnn3)cc2)cc1
  5, 8, -4, 100, -2.0, -0.1, 0, 4, 2
(45) O=C(c1ccc(COCC(F)(F)F)o1)N1CCCC1
  4, -43, -1, 106, -2.6, -1.8, 0, -6, 4

Quoted from above: entries 31–32
Values run as follows: HCV NS3 hel inh, PHOSPHO1 block, UBC9 SUMO inh, MEKK3 PB1 HTS, VIM-2 inhibitor, IMP-1 inh, DNA FID counter, p-CIP stab down, IDE act
(31) CCOC(=O)c1c(NC(=O)Cn2nc(C(=O)O)c3ccccc3c2=O)sc(CC)c1C
  4, 17, -1, 106, -2.7, -2.5, -4, -6, 1
(32) Cc1ccc(N2C(=O)c3ccc(N)cc3C2=O)cc1
  -1, 0, 31, 104, -3.6, 0.1, 1, -12, 1

Continued.
Values run as follows: HCV NS3 hel inh, PHOSPHO1 block, UBC9 SUMO inh, MEKK3 PB1 HTS, VIM-2 inhibitor, IMP-1 inh, DNA FID counter, p-CIP stab down, IDE act
(46) CNC(=O)c1oc(-c2ccccc2)nc1C
  -3, 37, 13, 103, 0.0, -0.7, -4, 4, -1
(47) O=S(=O)(NCc1ccc2c(c1)OCO2)c1cccc(S(=O)(=O)N2CCOCC2)c1
  3, 3, -22, 103, 1.2, 1.1, -5, -8, -4
(48) Cc1cc(C)n(Cc2cccc(C(=O)N/N=C/c3cccnc3)c2)n1
  -2, ., -5, 103, -0.8, -1.6, 14, -8, 3
(49) Brc1cccc(OCCn2ccnc2)c1
  3, -3, 16, 103, -1.2, -1.3, 7, -3, 1
(50) CCCC(c1nnnn1C1CCCCC1)N1CCN(C2CCCC2)CC1 (stereo unspecified)
  -1, 11, 2, 101, -0.8, -2.2, -1, -6, 6
(51) O=C(N/N=C/c1cc(Cl)cc([N+](=O)[O-])c1O)c1cc(-c2ccccn2)nc2ccccc12
  7, 0, 87*, 99, -2.9, -2.5, -6, -8, 2
(52) NC(=O)c1cc(Cl)cn(-c2ccccc2)c1=O
  0, 9, 17, 99, 0.5, -2.8, -5, 2, 6
(53) CCc1sc(C(=O)NCc2ccccc2)cc1C
  -11, 32, 11, 97, -0.3, -0.6, -10, -5, 7
(54) Cc1ccc(CN2CCN(/N=C\C=C\c3ccccc3)CC2)cc1
  -6, 32, -6, 87, -2.5, -2.2, 2, -5, 7
(55) CN(Cc1ccno1)Cc1cn(Cc2ccccc2)nc1-c1ccc2c(c1)OCO2
  -12, 35, -11, 95, -0.8, -1.6, -8, -11, -3
